NPY-Y2 antag = NPY-Y2 receptor antagonists, primary screen, cell-based | inhibition, % at 2.7 µM | NPY-Y2 expressing cells, antagonist mode | AID 793, 2007 | Neuropeptide Y receptor type 2 (Homo sapiens), P49146 | 0.99% of 140,000 active; in the data active means inhibition above about 17%;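 further: 0% = vehicle with agonist challenge and 100% = reference antagonist with challenge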
Target sequence (P49146 whole entry, looked up): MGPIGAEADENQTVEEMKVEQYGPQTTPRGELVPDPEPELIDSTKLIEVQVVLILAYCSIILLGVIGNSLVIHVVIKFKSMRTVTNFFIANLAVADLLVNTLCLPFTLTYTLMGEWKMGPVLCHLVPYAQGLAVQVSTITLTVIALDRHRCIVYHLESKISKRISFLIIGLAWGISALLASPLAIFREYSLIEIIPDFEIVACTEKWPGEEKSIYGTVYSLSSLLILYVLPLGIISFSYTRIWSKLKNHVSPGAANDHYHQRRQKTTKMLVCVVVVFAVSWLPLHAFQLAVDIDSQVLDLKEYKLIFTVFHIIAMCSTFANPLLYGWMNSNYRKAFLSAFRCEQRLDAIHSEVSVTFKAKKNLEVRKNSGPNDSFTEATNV
BB579 growth dn = growth inhibitors of yeast BB579 in restrictive medium, primary screen, yeast lifespan-shortening project, S. cerevisiae; OD615, 48 h; inhibition, % at 10 µM; 0.51% of 140,000 active; AID 804, 2007;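 active means inhibition above a set limit, 3 SD over the mean compound inhibition, cut at about 44% in these data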; further: inactives centre near -24
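test system = yeast BB579 (DeaD) | buffer or medium = restrictive CSMM-D medium | doses = single compound dose of 10 µM, 0.25% DMSO final | times = 4 h preincubation and 48 h exposure at 30 °C | technique = culture absorbance at 615 nm | benchmarks = amphotericin B 10 µg/mL, positive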
Measles CPE = compounds protecting cells from measles virus cytopathic effect, primary screen, measles RdRp inhibitor project, single point, MLSMR library, absorbance; Measles virus-infected cells, CPE protection; protection (pct of control), % at 4 µM; 1.5% of 140,000 active; in the data active means protection mostly above about 24%, no sharp cut-off; inactive means mostly below about 26%; further: some compounds called inactive have numbers as strong as hits
PTEN del growth = growth suppression of PTEN-null HCT116, primary screen, cell-based, CellTiter-Glo; HCT116 PTEN-null viability, 60 h; active compounds read low; viability, % at 10 µM; 1.2% of 140,000 active; AID 827, 2007;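 active means viability at or below a set limit, 4 SD under the median of all tested compounds, cut at about 3.7% in these data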;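 further: PTEN knockout HCT116 line with beta catenin targeted HCT116 as companion control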
MRP1 act = H69AR viability gain despite doxorubicin, primary screen, MRP-1 activator project, H69AR cells, CellTiter-Glo | 0.61% of 140,000 active | viability rescue | viability increase, % at 10 µM | AID 799, 2007;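 active means viability gain under doxorubicin at or above a set limit, the compound median plus 3 SD, cut at about 4.7% in these data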;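 further: MRP-1 overexpressing cells given doxorubicin 25 µM after compound pretreatment; 18-22 h compound pretreatment then 72 h with doxorubicin before readout; 0% = doxorubicin-only wells and 100% = vehicle-treated cells without doxorubicin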
E-sel TNF inh = E-selectin induction blockers in HUVEC – imaging, immunofluorescence, high content, primary screen; inhibition, % at 2 µM; AID 1246, 2008; HUVEC TNFa-induced E-selectin immunofluorescence; 0.71% of 120,000 active;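 active means inhibition above the batch mean plus 3 SD, and confirmed as a hit on visual image review, cut at about 43% in these data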;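 further: 0% = TNF-stimulated DMSO wells and 100% = unstimulated control wells; not every result past the cut was called active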
Yeast lifespan up = compounds extending yeast replicative lifespan, primary screen, S. cerevisiae, OD615 | S. cerevisiae growth with nicotinamide; deaD strain in restrictive glucose medium | inhibition of the nicotinamide effect, % at 10 µM | 0.68% of 130,000 active;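 active means inhibition above a set limit, placed 3 SD over the median of all compounds, cut at about 26% in these data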;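 further: 0% = nicotinamide-treated wells and 100% = cells grown without nicotinamide; some compounds called inactive have numbers as strong as hits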
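System: Modified budding yeast, DeaD strain | Buffer or medium: Restrictive glucose medium | Also added: 1.5 mM nicotinamide | Doses: 10 µM single point, 0.25% DMSO | Schedule: 48 h compound exposure at 30 °C, humidified | Detection: Absorbance at 615 nm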
GALR2 antag = GALR2 antagonists in receptor-expressing cells, primary screen | Galanin receptor type 2 (Homo sapiens), O43603 | inhibition, % at 4 µM | antagonist mode | 0.39% of 140,000 active; in the data active means inhibition above about 27%;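 further: cells stimulated with galanin 1-16 at roughly its EC80; 0% = agonist challenge control and 100% = basal control without agonist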
Target sequence (O43603 whole entry, looked up): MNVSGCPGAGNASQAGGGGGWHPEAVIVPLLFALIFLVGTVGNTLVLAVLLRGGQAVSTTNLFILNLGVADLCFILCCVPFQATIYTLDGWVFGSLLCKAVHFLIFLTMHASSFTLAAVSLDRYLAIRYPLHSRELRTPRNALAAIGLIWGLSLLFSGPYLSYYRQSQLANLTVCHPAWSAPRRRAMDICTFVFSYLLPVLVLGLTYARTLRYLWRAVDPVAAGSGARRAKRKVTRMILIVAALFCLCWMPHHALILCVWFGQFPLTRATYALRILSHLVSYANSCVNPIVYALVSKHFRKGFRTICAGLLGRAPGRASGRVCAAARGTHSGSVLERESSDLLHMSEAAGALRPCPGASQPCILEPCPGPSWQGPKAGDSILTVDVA
bCat KO growth = primary screen for growth suppressors in beta-catenin knockout HCT116 cells (colon tumor, human); HCT116 beta-catenin knockout viability, CellTiter-Glo, 60 h; active compounds read low; viability, % at 10 µM; 1.5% of 140,000 active;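 active means viability at or under a set limit, the compound median less 4 SD, cut at about 6% in these data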;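 further: 0% = Hyamine 1622 control at 20 µM and 100% = untreated cell control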
Phagocytosis inh = inhibitors of macrophage phagocytosis, primary screen, imaging, J774A.1 cells, IgG beads. J774A.1 macrophage IgG-bead phagocytosis. inhibition, % at 5 µM. 0.07% of 110,000 active;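 active means inhibition above the mean of the plate negative controls plus 5 SD, cut at about 13% in these data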;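 further: phagocytic index as fraction of beads internalized from green versus red external bead signal; plate controls were DMSO negative control for no effect and cytochalasin-D positive control for full effect; some results beyond the cut were filed as inactive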
Active calls of the source: *; . = no result given. This is a random part of the collection. About 6.2% of those tested had a hit in this group.

SMILES	NPY-Y2 antag	BB579 growth dn	Measles CPE	PTEN del growth	MRP1 act	E-sel TNF inh	Yeast lifespan up	GALR2 antag	bCat KO growth	Phagocytosis inh
COc1cccc(-n2nnnc2SCC(=O)NCc2ccc3c(c2)OCO3)c1	2	-13	9	95	-2.0	-29	5	1	89	-2
COc1cccc(-c2nc(-c3ccc(NC(=O)c4cccnc4)cc3)no2)c1	-2	-20	24	87	-3.2	2	-7	-11	87	2
CC(=O)c1nn(-c2cccc(Br)c2)cc1C(=O)c1ccc2ccccc2c1	3	-84	16	4	-2.5	0	-7	-15	3.7*	-1
C=CCn1c(=O)c2ccccc2n2c(SCC(=O)Nc3cc(C)on3)nnc12	0	-29	3	62	-0.6	-12	0	1	77	.
O=C(c1ccccc1)c1cc([N+](=O)[O-])ccc1N1CCOCC1	4	-39	5	13	-4.9	-37	7	6	13	17
O=C(CCCn1c(=S)[nH]c2cc3c(cc2c1=O)OCO3)N1CCN(c2ccc(Cl)cc2)CC1	0	-27	4	42	-1.7	44	-2	-5	31	0
O=C(c1ccc(S(=O)(=O)N2CCCC2)cc1)N1CCN(Cc2ccc3c(c2)OCO3)CC1	6	-27	6	85	-4.0	8	1	3	83	1
COCCNC(=O)C1CC(c2cccc([N+](=O)[O-])c2)=NO1 (stereo not given)	3	8	11	86	-2.9	-3	-5	-9	97	-1
Cc1ccc(Oc2ncc(-c3ccc(Cl)cc3)cn2)cc1	1	-38	1	107	-1.1	17	-11	-14	105	1
COC(=O)c1cc(-c2ccccc2)sc1NC(=O)CN1C(=O)c2ccccc2C1=O	1	-44	10	99	0.3	12	-10	1	95	.
COc1ccc(Nc2nc(NCc3ccco3)nc(N/N=C/c3ccccc3F)n2)cc1	0	-52	10	80	-0.7	.	-4	-8	92	-9
COc1ccc(C(=O)Nc2cc(C(=O)c3ccccc3)c(C)oc2=O)cc1	1	-38	32	78	-4.3	.	0	10	84	1
O=C(Nc1cc(C(F)(F)F)ccc1Cl)c1ccc(NC(=O)C(F)(F)F)cc1	2	-46	4	66	-2.6	-3	-6	-18	73	-11
COc1ccc(CNc2nc3c(c(=O)n(Cc4ccc(F)cc4)c(=O)n3C)n2C)cc1	3	9	18	42	-0.8	-25	-21	-3	52	10
COC(=O)c1ccccc1NC(=O)N1CCN(S(=O)(=O)c2ccc(Cl)cc2)CC1	-1	-4	2	76	-1.7	-1	-14	-9	83	10
Cc1ccc(NCc2nnc(SCC(=O)Nc3cc(C)on3)n2C)cc1	-2	-28	12	103	-2.6	10	.	5	89	.
O=c1cc(CN2CCN(c3ccccc3F)CC2)c2cc3c(cc2o1)CCCC3	-1	-12	9	94	-2.0	1	-6	0	97	-2
CSc1nc(Oc2ccc3ccccc3c2)c2ccccc2n1	11	-44	3	46	-1.8	-11	-9	6	60	1
CC1CCc2cc(F)ccc2N1C(=O)C1(C)CC1(Cl)Cl (stereo not given)	2	-17	30	83	-3.5	13	38	1	89	-4
Nn1c(SCC(=O)N2CCCCC2)nnc1-c1ccncc1	1	-63	4	107	-1.4	3	31	8	104	-1
CCc1ccc(C=NC23CN4CN(CN(C4)C2)C3)s1	2	-30	4	97	-0.7	0	-9	4	105	0
Cc1cc(Cl)c(OCCOCCN2CCCCC2)c(Br)c1	3	-23	12	86	0.4	.	4	5	84	-1
O=C(O)COc1c(-c2ccccc2)oc2ccccc2c1=O	0	-19	26	104	-1.1	10	3	18	96	-2
COc1cccc([C@@H]2Oc3ccc(OC)cc3C(=O)[C@H]2O)c1	2	-53	6	9	-3.3	.	-3	20	5.3*	.
O=C(NCC1CCCO1)c1cccc(Br)c1 (stereo not given)	1	8	4	110	-1.1	-7	-19	1	93	0

Results in Phagocytosis inh and E-sel TNF inh, for 4 of the compounds above:
SMILES	Phagocytosis inh	E-sel TNF inh
COc1cccc(-n2nnnc2SCC(=O)NCc2ccc3c(c2)OCO3)c1	-2	-29
COc1cccc(-c2nc(-c3ccc(NC(=O)c4cccnc4)cc3)no2)c1	2	2
CC(=O)c1nn(-c2cccc(Br)c2)cc1C(=O)c1ccc2ccccc2c1	-1	0
C=CCn1c(=O)c2ccccc2n2c(SCC(=O)Nc3cc(C)on3)nnc12	.	-12

The list goes on.
SMILES	NPY-Y2 antag	BB579 growth dn	Measles CPE	PTEN del growth	MRP1 act	E-sel TNF inh	Yeast lifespan up	GALR2 antag	bCat KO growth	Phagocytosis inh
O=C(Cc1ccccc1)NCC1CCCO1 (stereo not given)	-1	17	1	97	0.1	10	-8	0	100	-1
COC(=O)C(=NNc1c(C)n(C)n(-c2ccccc2)c1=O)C(=O)OC	1	-21	7	95	2.8	.	-2	-1	100	-6
O=C(CNC(=S)N(CCCN1CCOCC1)Cc1cccs1)NC1CC1	1	-10	4	90	-1.4	-19	4	12	92	-7
Cc1ccc(-c2cnc(-c3ccncc3)o2)cc1	2	12	6	94	1.1	-17	-31	3	101	1
c1ccc(-n2nnnc2-c2cnc(-c3ccncc3)nc2-c2cccs2)cc1	-2	-21	17	99	-4.2	1	.	7	92	.
CCOC(=O)C1CCN(Cc2nc(-c3ccc(OC)c(OC)c3)no2)CC1	0	-21	30	92	-0.6	7	-11	3	81	0
COC(=O)c1cc(=O)nc2sc(-c3cccs3)nn12	2	-14	6	108	1.0	-2	2	-6	95	1
Nc1nc(SCc2nc3sc4c(c3c(=O)[nH]2)CCCC4)n[nH]1	-1	-12	4	90	1.1	.	-2	-3	83	-5
Cc1ccc(NC(=O)c2ccc3c(c2)nnn3C)cc1	4	-52	2	101	2.3	.	4	7	100	-3
O=c1oc2ccccc2cc1-c1csc(Nc2nc3c(F)cccc3s2)n1	2	-5	4	2.5*	-4.4	.	-1	4	5.1*	-8
CCn1nc(C(=O)OCc2c(C)noc2C)c2ccccc2c1=O	2	1	30	97	-1.2	-25	-9	-4	95	4
CCc1ccc2[nH]c(=O)c(CN(Cc3ccccc3OC)Cc3nnnn3Cc3ccco3)cc2c1	19*	-89	5	9	-2.6	-15	2	4	16	-1
O=C(CN1C2=NCCN2c2ccccc21)c1cccs1	2	-21	15	93	0.2	.	0	6	94	-2
CCCCCCn1c(SCC(C)C)nc2c1c(=O)[nH]c(=O)n2C	2	-18	8	20	-2.5	-6	5	-3	15	0
Cc1cc(C)cc(NC(=O)CSc2nnc(Cn3c(=O)sc4ccccc43)n2C)c1	0	-19	11	87	-3.6	9	-5	2	95	.
CN(C)S(=O)(=O)c1ccc(Cl)c(NC(=O)CSc2nc3c(cc2C#N)C(=O)CC(C)(C)C3)c1	0	-26	7	55	-3.1	.	0	-4	57	-2
O=C(c1cccs1)c1ccc(-c2cccs2)s1	4	-34	11	67	-5.4	.	-34	16	61	.
CC1Cc2ccccc2N1C(=O)CSc1nc2ccccc2n1CC(=O)N1CCOCC1 (stereo not given)	-3	-37	5	92	-3.6	3	-9	7	100	0
COc1ccc2cc(CN(CCc3ccccc3)Cc3nnnn3Cc3ccco3)c(=O)[nH]c2c1	3	-45	2	70	-2.3	-15	-8	-8	70	0
CC(C)C(NS(=O)(=O)c1cccs1)C(=O)NCCN1CCN(c2ccccc2)CC1 (stereo not given)	-1	-32	20	86	-0.6	17	-17	-13	83	.
COc1ccc(C2C(C(=O)N3CCOCC3)CCC(=O)N2c2cc(OC)c(OC)c(OC)c2)cc1 (stereo not given)	-2	-40	5	101	-2.0	22	-5	-5	93	.
Cc1ccc(NC(=O)/C(=C\c2ccc3c(c2)OCO3)NC(=O)c2ccco2)cc1	0	-53	5	94	-2.1	-31	-15	0	102	.
Cc1ccsc1/C=C1/SC(=O)N(CC(=O)N2CCOCC2)C1=O	1	-20	2	109	0.5	-26	1	-9	97	.
COc1cccc(-c2nn(C)c3sc(C(=O)NCc4ccccn4)cc23)c1	-2	-44	7	91	-4.2	-13	-22	17	92	-3
O=C1C(Cl)=C(N2CCCCC2)C(=O)N1c1ccccc1	3	-9	1	93	-4.7	9	-3	10	90	.

Random excerpt: five records from the list
SMILES	NPY-Y2 antag	BB579 growth dn	Measles CPE	PTEN del growth	MRP1 act	E-sel TNF inh	Yeast lifespan up	GALR2 antag	bCat KO growth	Phagocytosis inh
Cc1ccc(NCc2nnc(SCC(=O)Nc3cc(C)on3)n2C)cc1	-2	-28	12	103	-2.6	10	.	5	89	.
COC(=O)c1cc(-c2ccccc2)sc1NC(=O)CN1C(=O)c2ccccc2C1=O	1	-44	10	99	0.3	12	-10	1	95	.
O=C(O)COc1c(-c2ccccc2)oc2ccccc2c1=O	0	-19	26	104	-1.1	10	3	18	96	-2
COc1cccc(-c2nc(-c3ccc(NC(=O)c4cccnc4)cc3)no2)c1	-2	-20	24	87	-3.2	2	-7	-11	87	2
COc1ccc(C2C(C(=O)N3CCOCC3)CCC(=O)N2c2cc(OC)c(OC)c(OC)c2)cc1 (stereo not given)	-2	-40	5	101	-2.0	22	-5	-5	93	.

Continuation.
SMILES	NPY-Y2 antag	BB579 growth dn	Measles CPE	PTEN del growth	MRP1 act	E-sel TNF inh	Yeast lifespan up	GALR2 antag	bCat KO growth	Phagocytosis inh
Cc1ccc(/C=N/NC(=O)c2ccoc2C)o1	2	-31	13	93	0.4	.	-2	12	87	-6
Cc1cc(C)n(-c2cc(N3CCN(C(=O)c4ccc(C(C)(C)C)cc4)CC3)ccc2[N+](=O)[O-])n1	0	-15	9	66	-6.0	-9	-1	-2	79	.
O=C(Nc1ccccc1)c1ccccc1NC(=O)C(F)(F)F	2	-20	16	97	0.5	7	-10	9	95	-2
COc1ccc(-c2ccc(SCC(=O)N3CCOCC3)nn2)cc1	1	-17	7	96	-3.2	-4	-7	2	106	0
C[C@@H]1NC(=O)c2cc([N+](=O)[O-])cc(I)c2OCC[C@@H](C(N)=O)NC(=O)[C@H](CCCCN)NC1=O	-3	3	14	103	-1.8	8	3	-4	91	.
O=C(Nc1ccccc1-c1ccccc1)c1ccc(Br)o1	8	-2	7	83	-3.3	4	-11	-12	71	.

3 compounds out of the list, arranged by SMILES length, lowest first:
SMILES	NPY-Y2 antag	BB579 growth dn	Measles CPE	PTEN del growth	MRP1 act	E-sel TNF inh	Yeast lifespan up	GALR2 antag	bCat KO growth	Phagocytosis inh
Cc1ccc(/C=N/NC(=O)c2ccoc2C)o1	2	-31	13	93	0.4	.	-2	12	87	-6
O=C(Nc1ccccc1)c1ccccc1NC(=O)C(F)(F)F	2	-20	16	97	0.5	7	-10	9	95	-2
C[C@@H]1NC(=O)c2cc([N+](=O)[O-])cc(I)c2OCC[C@@H](C(N)=O)NC(=O)[C@H](CCCCN)NC1=O	-3	3	14	103	-1.8	8	3	-4	91	.
